Kir21 inh: Kir2.1 (mouse) channel inhibition | P35561 | HEK293-Kir2.1, FluxOR thallium flux fluorescence; stronger effect = lower value | B-score at 10 µM | 310,000 tested, 0.85% active | AID 1672;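 active = fluorescence ratio B-score at or below minus 3 SD of library scores, with starting-brightness B-score within 2 SD, cut at about -4.2 in these data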;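 note: channel flux triggered by added potassium and thallium sulfate stimulus; B-score of peak minus minimum fluorescence over baseline after thallium stimulus; more negative B-score means stronger Kir2.1 block with less thallium influx; some compounds called inactive have numbers as strong as hits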
Target sequence (P35561 whole entry, looked up): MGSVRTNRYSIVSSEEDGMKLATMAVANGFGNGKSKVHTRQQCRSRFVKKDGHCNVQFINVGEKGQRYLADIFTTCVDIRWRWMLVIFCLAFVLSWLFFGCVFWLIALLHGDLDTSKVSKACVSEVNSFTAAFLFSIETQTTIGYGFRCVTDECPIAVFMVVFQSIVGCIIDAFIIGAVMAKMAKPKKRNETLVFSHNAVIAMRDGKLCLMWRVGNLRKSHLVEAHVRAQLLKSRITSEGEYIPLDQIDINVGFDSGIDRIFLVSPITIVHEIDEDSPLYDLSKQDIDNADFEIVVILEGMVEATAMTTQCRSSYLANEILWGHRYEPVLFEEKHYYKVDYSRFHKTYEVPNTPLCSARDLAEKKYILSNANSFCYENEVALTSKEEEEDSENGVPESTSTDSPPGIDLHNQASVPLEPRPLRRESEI
CHT block: inhibitors of human choline transporter CHT. AID 488975. B-score at 10 µM. Q9GZV3. CHT-expressing cells, membrane potential dye, choline response; stronger effect = lower value. 310,000 tested, 0.86% active;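 active = B-score over 3 SD under the library average, and starting fluorescence ratio not unusually high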;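 note: choline stimulus applied at its EC90 after an EC20 pre-addition; B-score computed on integrated fluorescence ratio after choline addition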
Target sequence (Q9GZV3 whole entry, looked up): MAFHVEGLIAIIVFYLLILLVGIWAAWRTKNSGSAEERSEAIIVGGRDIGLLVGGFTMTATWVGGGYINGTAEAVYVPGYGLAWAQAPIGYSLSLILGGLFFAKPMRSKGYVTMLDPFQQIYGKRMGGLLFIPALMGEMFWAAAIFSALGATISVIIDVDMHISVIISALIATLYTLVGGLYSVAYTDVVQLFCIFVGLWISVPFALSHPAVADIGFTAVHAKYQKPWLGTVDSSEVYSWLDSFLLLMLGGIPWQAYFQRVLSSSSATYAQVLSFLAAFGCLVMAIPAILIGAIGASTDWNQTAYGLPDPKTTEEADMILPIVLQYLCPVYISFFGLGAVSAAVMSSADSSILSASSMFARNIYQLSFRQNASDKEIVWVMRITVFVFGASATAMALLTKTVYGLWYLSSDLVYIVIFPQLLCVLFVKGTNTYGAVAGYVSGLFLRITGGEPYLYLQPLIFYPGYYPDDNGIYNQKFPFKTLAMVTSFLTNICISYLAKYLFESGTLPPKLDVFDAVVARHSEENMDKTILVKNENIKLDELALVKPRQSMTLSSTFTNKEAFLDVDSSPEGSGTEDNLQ
Numbers without * were called inactive; i = inactive; / = not tested or not shown.

SMILES	Kir21 inh	CHT block
COC(=O)c1sccc1NC(=O)CC1C(=O)NCCN1C(=O)c1ccc(C)c(C)c1 (stereo unspecified)	-0.03	i
Cc1ccc(NC(=O)C2CCCN(S(=O)(=O)c3cccc4cccnc34)C2)cc1 (stereo unspecified)	1.7	i
O=C(NNc1ccc(Cl)nn1)c1ccc(Cl)cc1	1.7	i
CCOc1cc(/C=N/NC(=O)C(C)Sc2ccccn2)ccc1O (stereo unspecified)	-0.96	i
Cc1oc2cc3oc(=O)c(CCC(=O)N[C@H](C(=O)O)C(C)C)c(C)c3cc2c1C	-1.2	i
CN1CCOCCOCCN(C)C(=O)N2CCOCCOCCN(CCOCC2)C1=O	-0.93	i
CC1=NN(C(N)=S)C(=O)C1N=Nc1c(C)n(C)n(-c2ccccc2)c1=O (stereo unspecified)	-0.84	i
O=C(OC[C@@H]1CCCN2CCCC[C@H]12)c1cc2ccccc2oc1=O	0.07	i
CC1(C)CC(=O)c2c(-c3cccs3)n[nH]c2C1	-1.1	i
COc1ccc(NC(=O)c2sc3nc(N4CCOCC4)c4c(c3c2N)CC(C)(C)OC4)c(OC)c1	1.6	i
O=C(c1ccc([N+](=O)[O-])o1)N1CCN(c2nc3c(F)cc(F)cc3s2)CC1	-0.96	i
CCOC(=O)c1c(C)[nH]c(C(=O)OCc2ccc([N+](=O)[O-])cc2)c1C	0.96	i
CCOc1ncccc1C(=O)N1CCN(c2cccc(C)c2C)CC1	1.6	/
CCCCc1ccc(NC(=S)NCCc2ccc(F)cc2)cc1	1.7	i
O=C(NCCNC(=O)c1ccc(-c2ccc(Cl)c(Cl)c2)o1)c1cnccn1	-2.8	i
COc1ccc(S(=O)(=O)NC(CC(=O)NCc2ccco2)C(C)C)cc1 (stereo unspecified)	1.4	i
CC1CCCC(C)N1NC(=O)c1cccc(S(=O)(=O)N2CCc3ccccc32)c1 (stereo unspecified)	-1.8	i
O=C(c1ccc2c(c1)OCO2)N1CCCC1	-0.36	i
CCOC(=O)c1c(-c2ccccc2)cn2c(C)cc(C)nc12	1.4	i
c1ccc(CN(Cc2ccccc2)c2ncnc3c2nnn3Cc2ccccc2)cc1	-0.02	i
CC(O)Cn1c(N2CCCC2)nc2c1c(=O)[nH]c(=O)n2C (stereo unspecified)	0.02	i
COc1cc(S(=O)(=O)N2CCN(C(=O)c3ccccc3F)CC2)c(OC)cc1NC(C)=O	0.19	/
CC(C)C(NC(=O)c1ccccc1NC(=O)c1ccco1)C(=O)O (stereo unspecified)	1.1	i
O=C(c1cc2ccccc2cc1O)N1CCN(c2ccc([N+](=O)[O-])cc2)CC1	-1.5	i
Nc1nnc(SCC(=O)NCCOc2ccccc2)s1	0.25	i
CC(=O)N1CCSc2ccc(S(=O)(=O)Nc3ccc(C)cc3)cc21	-1.7	i
O=C1C2C3C=CC(C2C(=O)N1c1ccccc1O)C1C2C(=O)N(c4ccccc4O)C(=O)C2C31 (stereo unspecified)	-0.27	i
COc1cccc(-c2csc(N3CCN(C(=O)Nc4ccccc4Cl)CC3)n2)c1	-2.1	i
O=C(CSCc1ccccc1)Nc1nccs1	-1	i
Cc1ccc(NC(=O)N2CCc3ccccc3C2)cc1	0.02	i
COc1ccc([N+](=O)[O-])cc1NC(=O)C(C)N1CCN(C(=O)c2ccco2)CC1 (stereo unspecified)	0	i
CCOCCCNC(=O)C(C)NS(=O)(=O)c1ccc(C)cc1 (stereo unspecified)	-0.38	i
COCCn1c(-c2cccc([N+](=O)[O-])c2)nc2c1c(=O)[nH]c(=O)n2Cc1ccccc1	-0.17	i
CCOc1ccccc1C(=O)N(Cc1sccc1C)C1CCS(=O)(=O)C1 (stereo unspecified)	-1.1	i
CCOc1ccccc1C(=O)N1CCC(n2nnc3cc(C)ccc32)CC1	1.2	i
Cc1ccc(OCC(=O)N2N=C(c3cccnc3)CC2(O)C(F)(F)F)cc1C (stereo unspecified)	1.1	i
Cc1ccc(C(=O)c2ccccc2C(=O)OCC(=O)NC(C)(C)C)cc1	0.56	i
Cc1cc(C)cc(C(=O)NC(CC(N)=O)c2ccc(NCC3CC3)c([N+](=O)[O-])c2)c1 (stereo unspecified)	-0.02	i
O=C(Nc1ncccc1O)c1cccc(S(=O)(=O)NCc2ccccc2)c1	0.05	i
CCOc1ccc(CCNC(=O)CCc2nnc3ccc(N4CCCCC4)nn23)cc1OCC	0.33	i
CCOC(=O)c1c(C)n(C)c2cc([N+](=O)[O-])c(O)c([N+](=O)[O-])c12	2.9	i
COC(=O)C1C(c2ccc(OC)cc2)NC(=O)NC1(O)C(F)(F)Cl (stereo unspecified)	-0.82	i
CCCCOC(=O)C(C)c1c(C)[nH]c(=S)[nH]c1=O (stereo unspecified)	/	i
O=C1CN(C(=O)CNC(=O)c2ccc(Cl)cc2Cl)CCN1	1.4	i
Cc1ccc(Sc2nc3c(c(=O)[nH]c(=O)n3C)n2CCc2ccccc2)cc1	/	i
NS(=O)(=O)c1ccc(Nc2ccc3cc(S(=O)(=O)N4CCCCC4)ccc3n2)cc1	0	i
O=C(NCc1ccccc1)c1cccc(NC(=O)c2ccco2)c1	0.61	i
CSc1ccc(CN2CCC(C(=O)NCc3ccc(C)cc3)CC2)cc1	-1.7	i
CCOC(=O)C1CCN(C(=O)CNS(=O)(=O)c2cccs2)CC1	-1.3	i
Cc1ccc(NS(=O)(=O)c2cc(C(=O)N3CCN(C)CC3)ccc2C)cc1	-0.38	i
CC1(CCC#N)N=C(SCCC#N)N(c2ccccc2)C1=O (stereo unspecified)	1.4	i
S=c1[nH]c2cc3c(cc2[nH]1)OCCO3	0.78	i
Clc1cc2c(c(Cn3cnc4ccccc43)c1)OCOC2	0.85	i
Cc1cc(C)n(CC(=O)N/N=C/c2ccc3c(c2)OCO3)n1	1.6	i
COc1ccc(CN2CCCCC2C(=O)Nc2ccc(OC)c(OCC(C)C)c2)cc1OC (stereo unspecified)	1.4	i
CC(Sc1nc2sccc2c(=O)n1-c1ccccc1)C(N)=O (stereo unspecified)	1.6	i
COCCN(C(=O)c1csnn1)C(C(=O)NC1CCCCC1)c1ccc(Cl)cc1 (stereo unspecified)	0	i
CSCC[C@H](NC(=O)c1ccc(Cl)c(S(=O)(=O)N2CCCC2)c1)c1nc2ccccc2[nH]1	-0.09	i
COC(=O)c1cc(C(=O)OCC(=O)Nc2cc(C)on2)cc([N+](=O)[O-])c1	0.23	i
CC(=O)c1ccc(NC(=O)/C=C/c2ccc(C)cc2)cc1	-0.88	i
Further records:
SMILES	Kir21 inh	CHT block
CCn1cc(C(=O)O)c(=O)c2cnc(N3CCN(C(=S)Nc4ccccc4)CC3)nc21	0.59	i
Cc1ccc(C(=O)N2CCN(c3ccc(NC(=S)NC(=O)c4cccs4)cc3)CC2)cc1	-1.2	i
Cc1ccc(-c2nc(SCC(=O)Nc3cc(C)on3)c3c(=O)n(C)c(=O)n(C)c3n2)cc1	2.2	i
Cc1c(CCC(=O)NCCCn2ccnc2)c(=O)oc2c(C)c3occ(C(C)(C)C)c3cc12	-3.7	-5.5*
COc1ccc(OCc2nnc(SCC(=O)NNC(=O)c3ccc(C)cc3)n2C)cc1	0.68	i
Cc1ccsc1C(=O)NC(C)c1ccccc1 (stereo unspecified)	-0.54	i
O=C(NC(=S)Nc1ccc(Cl)c(C(=O)O)c1)c1cccc(COc2ccccc2)c1	0.01	i
CCN(CC)CCSc1nc2ccc(OC)cc2[nH]1	-0.59	i
COc1ccc(-n2c(=O)cc(N3CCN(c4ccccc4OC)CC3)[nH]c2=O)cc1	/	i
CCOCCCn1c(SC(C(=O)Nc2cc(C)ccc2C)c2ccccc2)nnc1-c1ccc(Cl)cc1 (stereo unspecified)	0.05	i
Cc1cc2c(SCC(=O)NC3CCCCC3)ncnc2s1	1.1	i
O=C(NCC1CCN(c2ccc(S(=O)(=O)N3CCOCC3)cc2)CC1)Nc1ccccc1F	0.02	i
O=C(O)c1ccccc1NS(=O)(=O)c1ccc2ccccc2c1	0.68	i
CCc1ccc(NC(=O)c2noc3c2CCCCC3)cc1	-0.57	i
O=C(Nc1ccc(S(=O)(=O)NC2=NCCCCC2)cc1)c1ccc([N+](=O)[O-])s1	0.71	i

An excerpt from the list above, for reference:
SMILES	Kir21 inh	CHT block
CCn1cc(C(=O)O)c(=O)c2cnc(N3CCN(C(=S)Nc4ccccc4)CC3)nc21	0.59	i
Cc1ccc(C(=O)N2CCN(c3ccc(NC(=S)NC(=O)c4cccs4)cc3)CC2)cc1	-1.2	i

(cont.)
SMILES	Kir21 inh	CHT block
Oc1[nH]c2ccccc2c1N=Nc1nncc2ccccc12	-0.35	i
COc1cccc(NC(=O)C2CCCN2S(=O)(=O)c2ccc3c(c2)n(C)c(=O)c(=O)n3C)c1 (stereo unspecified)	1.1	i
CCOC(=O)Nc1ccc2c(c1)nc(CN1CCN(C(C)=O)CC1)n2C	0.63	i
Cn1cc([C@@H]2C[C@H]3CN(C4CCCC4)C(=O)[C@]34CCCN24)c(-c2ccccc2)n1	-0.45	i
CCOC(=O)C1(C(F)(F)F)N=C(c2ccccc2F)OC(N(C)C)=N1 (stereo unspecified)	-0.43	i
CCN1C(=NCCOC)N[C@@H](c2cccc(F)c2)C(C(=O)OC)=C1C	-0.2	i
O=C1COc2ccc(-c3csc(NCCc4ccccc4)n3)cc2N1	-1.8	i
Cc1ccc(N2CCN(C(=O)Nc3cccc([N+](=O)[O-])c3)CC2C)cc1 (stereo unspecified)	0.01	i
Cc1cc(=O)[nH]c(N/N=C/c2cc(C)n(CC(F)(F)F)c2C)n1	0.91	i
O=C(CNC(=O)c1cccs1)c1ccc(Br)cc1	1.1	i
O=C(O)C1=C(C(=O)Nc2ccc(F)c(Cl)c2)CCCC1	-0.18	i
CC(=O)c1cnc2sccn2c1=O	0.21	i
Cc1cc(/C=N/NS(=O)(=O)c2ccc(F)c(Cl)c2)no1	-0.33	i
CCCC(=O)Nc1ccc2oc(-c3cncc(Br)c3)nc2c1	-0.73	i
O=C1OC2(CCCCC2)OC(=O)C1=CNc1ccc2c(c1)OCO2	0.25	i

Copied from the list:
CC(=O)c1cnc2sccn2c1=O in Kir21 inh → 0.21
CCOC(=O)C1(C(F)(F)F)N=C(c2ccccc2F)OC(N(C)C)=N1 (stereo unspecified) in Kir21 inh → -0.43
CCCC(=O)Nc1ccc2oc(-c3cncc(Br)c3)nc2c1 in Kir21 inh → -0.73

Going on with the list:
SMILES	Kir21 inh	CHT block
CC(C)Cc1nnc(NC(=O)CCC(=O)NC2CCCCC2)s1	0.4	i
COc1ccc2cc(CCNS(=O)(=O)c3ccc(NC(C)=O)cc3)c(=O)[nH]c2c1	-0.35	i
O=C(CSc1nc2ccccc2[nH]1)N/N=C/c1ccco1	0	i
Cc1ccc(CC(=O)N/N=C/c2ccc3c(c2)OCO3)cc1	2.1	i
Cc1cccc(N=Nc2cn[nH]c2-c2ccco2)c1	0.67	i
CCc1ccc(/C=N\n2cnnc2)cc1	0.44	i
CN(c1ccc2nc3ccccc3c(=O)n2n1)C1CCCCC1	2.3	i
COc1ccc(CCNC(=O)Cn2cccc2C(=O)c2ccccc2)c(OC)c1	-0.59	i
COc1ccc(N(CC(=O)NCCSCc2cccc(Cl)c2)S(C)(=O)=O)cc1	-0.01	i
O=S(=O)(NCc1ccc2c(c1)OCO2)c1cccc(F)c1	-1.2	i
COc1cccc2c1OCC(C(=O)OCc1cccnc1)=C2	0.85	i
Cc1csc(=O)n1CCC(=O)OCC(=O)NCc1ccc(Cl)cc1Cl	-0.09	i
CC(=O)N/C(=C\c1ccccc1)C(=O)OCC(=O)c1c(N)n(CC(C)C)c(=O)n(C)c1=O	0.39	i
CCOC(=O)C1(CCCc2ccccc2)CCN(Cc2nccn2CC)CC1	-2.9	i
O=C(CN1C(=O)CCSc2ccccc21)Nc1ccc2c(c1)OCO2	0.13	i

Ordered by SMILES length (falling): part of the list above.
SMILES	Kir21 inh	CHT block
Cc1csc(=O)n1CCC(=O)OCC(=O)NCc1ccc(Cl)cc1Cl	-0.09	i
COc1cccc2c1OCC(C(=O)OCc1cccnc1)=C2	0.85	i
Cc1cccc(N=Nc2cn[nH]c2-c2ccco2)c1	0.67	i
CCc1ccc(/C=N\n2cnnc2)cc1	0.44	i

Other results
SMILES	Kir21 inh	CHT block
Cc1n[nH]c(=O)n1-c1ccc(OC(F)(F)F)cc1	0.89	i
O=C(Nc1ccn(Cc2ccc(F)cc2)n1)c1ccncc1	0.09	i
CCOC(=O)N1CCN(S(=O)(=O)c2ccc(C(=O)Nc3nnc(CC)o3)cc2)CC1	1.7	i
CC(C)C(c1nnnn1Cc1ccccc1)N1CCN(Cc2ccc3c(c2)OCO3)CC1 (stereo unspecified)	-1.2	i
O=S(=O)(c1ccccc1C(F)(F)F)N1CCC(n2cnc3ccccc32)CC1	-0.08	i
CC1CCC2C(C1)Nc1c(C(=O)O)cccc1C2(C)C (stereo unspecified)	0.37	i
CC(C)(C)C(=O)Nc1cc2c3c(c1)CC(=O)N3CCC2	0.39	i
COc1ccc(NC2=NC(C)(CO)CS2)cc1 (stereo unspecified)	-0.42	i
COc1cccc(NC(=O)C2c3cc(OC)c(OC)cc3C(=O)N(C)C2c2cccnc2)c1 (stereo unspecified)	-1.2	i
CCC(=O)N1CCc2cc(S(=O)(=O)CCC(=O)NCCC3=CCCCC3)ccc21	0.03	i
CN1C(=O)N(C)C2(c3ccccc3)N(C(C)(C)C)C(=O)NC12c1ccccc1 (stereo unspecified)	-0.08	i
Cn1c(=O)c2ccccc2n(CC(=O)NC2CCCC2)c1=O	1.1	i
CCOC(=O)c1c(CSc2ccccc2)n(C)c2ccc(O)cc12	-0.01	i

CHT block: hit marks shown above
SMILES	Kir21 inh	CHT block
Cc1c(CCC(=O)NCCCn2ccnc2)c(=O)oc2c(C)c3occ(C(C)(C)C)c3cc12	-3.7	-5.5*

Screening data (PubChem BioAssay)
